Screening data deposited in PubChem BioAssay by National Center for Advancing Translational Sciences (NCATS).
TCR act – T cell receptor activation | Potency, µM (series often up to 9.22 µM), for the others: at the highest dose activation of IL-2 secretion, actives largely listed as activators | AID 504894 | primary human leukocytes, anti-CD3, IL-2 HTRF, 48 h | 330,000 tested, under 10 active; also: % of control where 0% means no effect
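Primary human leukocytes receive a-CD3 beads and test compound and are incubated 48 hr. Secreted IL-2 is then assayed by HTRF, measuring 665nm acceptor emission after 320nm excitation of the europium donor.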
CXXC DNA block – blocks binding of human MLL CXXC domain to DNA | Q03164 | MLL-CXXC / FITC-HOXA9 DNA fluorescence polarization | Potency, µM (top dose mostly 115 µM), without a hit: at the highest dose activity change, negative = inhibition, actives largely listed as inhibitors | hit rate 0.037% among 290,000; active = well fitted inhibition curve with a large enough effect in the polarisation, with a control signal flat, not every such curve was filed as active; inconclusive = small, poorly fitted or top-dose-only effect, or effect the other way, or a change in a side signal; inactive = no such curve, though single readings can be large or run the other way; the % refers to the polarisation; also: potency is read from the fitted curve at half-maximal effect
Target sequence (Q03164 whole entry, looked up, the tested form may be a part): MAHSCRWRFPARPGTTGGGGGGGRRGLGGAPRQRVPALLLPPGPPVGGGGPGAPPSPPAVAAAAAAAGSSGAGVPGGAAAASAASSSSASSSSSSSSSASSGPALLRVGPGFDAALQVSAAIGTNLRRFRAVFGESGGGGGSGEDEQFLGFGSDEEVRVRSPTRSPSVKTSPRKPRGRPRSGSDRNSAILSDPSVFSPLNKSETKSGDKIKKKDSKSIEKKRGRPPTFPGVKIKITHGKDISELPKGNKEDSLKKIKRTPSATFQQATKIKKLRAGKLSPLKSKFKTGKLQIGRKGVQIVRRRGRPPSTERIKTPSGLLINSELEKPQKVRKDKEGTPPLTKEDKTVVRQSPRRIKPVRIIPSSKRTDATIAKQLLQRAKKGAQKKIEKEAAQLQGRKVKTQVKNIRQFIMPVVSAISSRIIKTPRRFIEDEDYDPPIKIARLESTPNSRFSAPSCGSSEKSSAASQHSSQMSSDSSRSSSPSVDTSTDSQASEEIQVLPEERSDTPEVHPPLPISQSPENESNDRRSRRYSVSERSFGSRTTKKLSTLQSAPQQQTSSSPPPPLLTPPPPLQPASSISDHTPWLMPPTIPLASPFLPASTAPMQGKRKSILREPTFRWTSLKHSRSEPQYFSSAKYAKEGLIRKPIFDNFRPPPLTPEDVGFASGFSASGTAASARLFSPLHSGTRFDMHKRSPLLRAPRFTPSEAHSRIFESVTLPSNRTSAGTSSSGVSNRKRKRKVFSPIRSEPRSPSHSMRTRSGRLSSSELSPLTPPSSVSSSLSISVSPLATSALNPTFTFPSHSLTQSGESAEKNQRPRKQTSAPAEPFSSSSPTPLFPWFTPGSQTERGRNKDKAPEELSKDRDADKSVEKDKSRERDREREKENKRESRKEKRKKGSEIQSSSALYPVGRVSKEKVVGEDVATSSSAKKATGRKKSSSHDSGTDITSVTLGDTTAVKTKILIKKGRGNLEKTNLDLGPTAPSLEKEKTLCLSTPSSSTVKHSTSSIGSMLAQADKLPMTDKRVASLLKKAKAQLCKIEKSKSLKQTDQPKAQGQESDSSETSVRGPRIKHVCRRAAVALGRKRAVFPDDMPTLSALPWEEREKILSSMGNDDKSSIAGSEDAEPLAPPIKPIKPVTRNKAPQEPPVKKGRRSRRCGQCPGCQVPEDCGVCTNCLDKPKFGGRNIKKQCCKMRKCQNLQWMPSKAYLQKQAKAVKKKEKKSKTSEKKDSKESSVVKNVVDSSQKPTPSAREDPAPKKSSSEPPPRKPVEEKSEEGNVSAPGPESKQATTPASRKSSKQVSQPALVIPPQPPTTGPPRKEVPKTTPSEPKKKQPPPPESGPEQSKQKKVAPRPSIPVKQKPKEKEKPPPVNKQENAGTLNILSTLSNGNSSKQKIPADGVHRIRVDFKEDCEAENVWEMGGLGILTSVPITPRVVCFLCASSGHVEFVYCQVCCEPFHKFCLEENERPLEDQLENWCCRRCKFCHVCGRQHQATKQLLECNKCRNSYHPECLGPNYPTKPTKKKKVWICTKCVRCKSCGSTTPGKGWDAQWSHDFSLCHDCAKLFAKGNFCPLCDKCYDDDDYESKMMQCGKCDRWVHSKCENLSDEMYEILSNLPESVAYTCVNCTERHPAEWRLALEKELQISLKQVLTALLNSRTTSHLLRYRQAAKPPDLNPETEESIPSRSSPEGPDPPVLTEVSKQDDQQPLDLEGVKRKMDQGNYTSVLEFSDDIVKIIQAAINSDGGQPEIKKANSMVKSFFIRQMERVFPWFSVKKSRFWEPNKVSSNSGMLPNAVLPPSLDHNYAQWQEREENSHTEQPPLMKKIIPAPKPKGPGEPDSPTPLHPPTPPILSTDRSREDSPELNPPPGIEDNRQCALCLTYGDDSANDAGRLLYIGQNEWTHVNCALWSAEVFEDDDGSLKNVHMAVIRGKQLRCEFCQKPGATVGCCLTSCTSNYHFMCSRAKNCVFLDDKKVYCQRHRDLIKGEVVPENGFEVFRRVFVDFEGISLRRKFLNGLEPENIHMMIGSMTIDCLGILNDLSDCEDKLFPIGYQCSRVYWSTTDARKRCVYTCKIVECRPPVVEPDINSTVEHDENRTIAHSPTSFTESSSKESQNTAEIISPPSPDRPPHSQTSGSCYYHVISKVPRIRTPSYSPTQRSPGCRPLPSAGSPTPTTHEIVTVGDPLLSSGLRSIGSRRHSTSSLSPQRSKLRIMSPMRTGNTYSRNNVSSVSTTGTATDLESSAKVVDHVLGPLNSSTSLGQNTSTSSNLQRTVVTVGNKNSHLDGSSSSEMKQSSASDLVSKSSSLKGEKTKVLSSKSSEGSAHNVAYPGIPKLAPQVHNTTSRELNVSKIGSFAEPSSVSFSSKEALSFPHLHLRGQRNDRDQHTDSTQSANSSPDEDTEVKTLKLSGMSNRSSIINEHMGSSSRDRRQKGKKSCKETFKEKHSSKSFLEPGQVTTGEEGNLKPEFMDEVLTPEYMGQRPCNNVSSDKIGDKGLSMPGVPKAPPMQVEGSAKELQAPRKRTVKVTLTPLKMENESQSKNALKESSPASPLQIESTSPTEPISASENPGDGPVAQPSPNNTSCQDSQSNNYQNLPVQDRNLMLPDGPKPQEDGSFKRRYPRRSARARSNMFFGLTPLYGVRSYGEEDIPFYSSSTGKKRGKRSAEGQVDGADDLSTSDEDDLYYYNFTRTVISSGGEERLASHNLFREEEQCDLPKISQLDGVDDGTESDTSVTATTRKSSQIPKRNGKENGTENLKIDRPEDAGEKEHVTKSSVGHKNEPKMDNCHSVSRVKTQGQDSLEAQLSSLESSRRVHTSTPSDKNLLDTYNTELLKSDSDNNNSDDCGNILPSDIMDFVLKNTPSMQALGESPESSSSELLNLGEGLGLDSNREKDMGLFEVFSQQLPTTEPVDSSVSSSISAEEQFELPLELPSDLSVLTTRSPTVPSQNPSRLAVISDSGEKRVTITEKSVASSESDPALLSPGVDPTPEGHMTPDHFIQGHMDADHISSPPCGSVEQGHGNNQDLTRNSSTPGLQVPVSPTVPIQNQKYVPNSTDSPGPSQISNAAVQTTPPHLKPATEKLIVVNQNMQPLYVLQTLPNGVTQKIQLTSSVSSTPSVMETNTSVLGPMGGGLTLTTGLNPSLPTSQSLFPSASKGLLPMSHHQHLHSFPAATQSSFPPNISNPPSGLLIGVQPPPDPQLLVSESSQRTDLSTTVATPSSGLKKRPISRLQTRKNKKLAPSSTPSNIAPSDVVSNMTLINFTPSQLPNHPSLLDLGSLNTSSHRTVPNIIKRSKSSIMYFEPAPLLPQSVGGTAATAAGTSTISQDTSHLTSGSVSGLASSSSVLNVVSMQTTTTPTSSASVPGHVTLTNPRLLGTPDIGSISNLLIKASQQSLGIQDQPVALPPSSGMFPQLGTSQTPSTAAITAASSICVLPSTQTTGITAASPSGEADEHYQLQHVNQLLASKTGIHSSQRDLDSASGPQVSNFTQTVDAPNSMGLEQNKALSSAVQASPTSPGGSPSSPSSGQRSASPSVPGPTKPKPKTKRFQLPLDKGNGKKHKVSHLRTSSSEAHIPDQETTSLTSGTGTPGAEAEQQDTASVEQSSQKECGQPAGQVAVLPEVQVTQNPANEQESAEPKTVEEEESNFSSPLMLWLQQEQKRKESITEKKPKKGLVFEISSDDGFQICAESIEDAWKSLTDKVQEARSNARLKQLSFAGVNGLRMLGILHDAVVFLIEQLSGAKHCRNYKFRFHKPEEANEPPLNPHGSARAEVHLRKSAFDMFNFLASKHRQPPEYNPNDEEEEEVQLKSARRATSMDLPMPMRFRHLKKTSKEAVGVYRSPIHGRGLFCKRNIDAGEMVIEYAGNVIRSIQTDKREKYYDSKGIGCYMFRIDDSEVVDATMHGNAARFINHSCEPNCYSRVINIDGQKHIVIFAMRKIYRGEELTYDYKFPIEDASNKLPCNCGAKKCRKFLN
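Steps: dispense CXXC domain solution (7 uM) → pin compounds or unlabeled HOX-A9 DNA control → 5 min ambient → add FLSN-HOX-A9 solution (50 nM) → spin → 30 min ambient → fluorescence polarization. Tris pH 7.5/NaCl/DTT/BSA buffer.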
PTAP TSG101 blk – blocks PTAP/TSG101 interaction to inhibit HIV-1 budding; Fluorescence polarization, FITC-PTAP peptide / Tsg101 binding; Potency, µM (series often up to 115 µM), for the others: top-dose activity change, negative = inhibition, hits mostly inhibitors; 340,000 tested, under 10 active; AID 493005; active = well fitted inhibition curve with a large enough effect in the main read-out, with a control signal flat, not every such curve was filed as active; inconclusive = small, poorly fitted or top-dose-only effect, or effect the other way, or a change in a side signal; inactive = no such curve, though single readings can be large or run the other way; also: potency is read from the fitted curve at half-maximal effect; % of control where 0% means no effect
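FP read-out: FITC-PTAP peptide, 50 nM final, binding Tsg101 binding domain, 10 uM final; 20 min, r.t.; 10 mM HEPES pH 7.5, 0.15 M NaCl, 0.01% Tween 20, 3 mM EDTA, 0.1 mM TCEP.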
Mito fusion yeast – mitochondrial division inhibition or fusion activation | S. cerevisiae fusion-defective mutant growth rescue, CellTiterGlo 48 h | Potency, µM (highest dose often 46.1 µM), without a hit: at the highest dose growth rescue (activation), actives largely listed as activators | hit rate 0.23% among 320,000;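 also: potency is read from the fitted curve at half-maximal effect; % of control where 0% means no effect; nearly all actives have a fitted effect of over 45% in size; temperature-sensitive fusion mutants such as fzo1-1 at 37 °C on non-fermentable ethanol glycerol medium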
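Read-out: ATP-based luminescence (CellTiterGlo, 10 min ambient) reporting growth of fusion-defective ts yeast after 48 hours at 37C on glycerol/ethanol YPEG medium in the presence of compound.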
MBNL1 CUG block – blocks human MBNL1 binding to CUG repeat RNA; TR-FRET MBNL1-His/biotin-(CUG)12 binding, 665/545 ratio; Potency, µM (series often up to 57.5 µM), without a hit: at the top dose activity change, negative = inhibition, hits mostly inhibitors; hit rate 0.036% among 280,000; active = well fitted inhibition curve with a large enough effect in the signal ratio, with a control signal flat, not every such curve was filed as active; inconclusive = small, poorly fitted or top-dose-only effect, or effect the other way, or a change in a side signal; inactive = no such curve, though single readings can be large or run the other way; the % refers to the signal ratio; also: potency is read from the fitted curve at half-maximal effect; % is scaled to controls: 0 for no effect and ±100 for the full control effect
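His-tagged MBNL1 binding to biotinylated (CUG)12 RNA was measured by TR-FRET using terbium anti-His antibody (0.055 ng/ul final) and streptavidin-XL665 (5 nM final). Compounds were titrated 92 nM to 58 uM; 60 min at room temperature.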
S-ASM inh – inhibitors of human secretory acid sphingomyelinase | hit rate 0.006% among 340,000 | placental ASM, HMU-PC fluorogenic substrate, 60 min | P17405 | Potency, µM (highest dose often 57.5 µM), for inactives: at the top dose activity change, negative = inhibition, usual class: inhibitors | AID 504937; also: potency is read from the fitted curve at half-maximal effect
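Human placenta-derived ASM preincubated with compound 10 min at room temperature, then reacted with 9 uM (final) fluorogenic HMU-PC substrate for 60 min at 37 C. Stop solution raises pH to 10; fluorescence read at Ex 386/Em 447 nm.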
A-T KAP1 phos – candidate therapy for ataxia-telangiectasia. AID 485349. hit rate 0.19% among 320,000. […] A-T fibroblasts, KAP-1 phosphorylation AlphaLISA; neocarzinostatin DNA damage 30 min before lysis. Potency, µM (top dose mostly 57.5 µM), for the others: at the top dose activation, most hits filed as activators; also: potency is read from the fitted curve at half-maximal effect; % of control where 0% means no effect; nearly all actives have a fitted effect of over 45% in size
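ATM-like activity read as KAP-1 phosphorylation via AlphaLISA donor/acceptor antibody pairs after lysis and 6 hr at 25C. Cells were ATM-null patient fibroblasts ([…], hTERT), dosed 60 min, then exposed to the DSB inducer NCS for 30 min.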
Menin-MLL TR inh – displaces Texas Red mutant MLL peptide from human menin; Menin + Texas Red MLL mutant peptide, fluorescence polarization; Potency, µM (titrated, usually from 61.6 µM), for the others: at the highest dose FP activity change, negative = inhibition, most hits filed as inhibitors; O00255; hit rate 0.23% among 270,000; active = well fitted inhibition curve with a large enough effect in the polarisation, with a control signal flat, not every such curve was filed as active; inconclusive = small, poorly fitted or top-dose-only effect, or effect the other way, or a change in a side signal; inactive = no such curve, though single readings can be large or run the other way; the % refers to the polarisation; also: potency is read from the fitted curve at half-maximal effect; % of control where 0% means no effect; many of its hits are not listed in these tables
TSHR antag – human thyrotropin receptor antagonism | P16473 | TSHR-expressing cells, TSH-stimulated cAMP HTRF, 2 h; active compounds read low | activity change, negative = inhibition, % at 11.5 µM | hit rate 0.2% among 330,000 | AID 504810;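 active = activity change below a set negative limit, meaning inhibition stronger than a set level, cut at about -70% in these data; inconclusive = activity change between two set negative limits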; also: % is scaled to controls: 0 for no effect and ±100 for the full control effect
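Inhibition of cAMP made by TSHR-expressing cells under TSH stimulation (4nM final, EC80; 2 h, 37 deg C) is quantified with a one-step lysis HTRF kit, anti-cAMP cryptate versus cAMP-d2.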
Integrin act MD – activates integrin-mediated alleviation for muscular dystrophy; alpha7betagal myoblasts, beta-gal FDG fluorescence, 48 h; hit rate 0.064% among 350,000; AID 624291; Potency, µM (series often up to 38.3 µM), without a hit: at the top dose activation, usual class: activators;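 also: potency is read from the fitted curve at half-maximal effect; 100% = response of the positive control SU9516; nearly all actives have a fitted effect of over 60% in size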
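alpha7betagal+/- myoblasts (passage 13, 250/well) treated 48 h at 37C with compounds at 1:260 dilution of DMSO stock. Lysed, then beta-galactosidase activity read as FDG fluorescence (ex 480/em 540) after 30 min, with pre-read for autofluorescence.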
An asterisk follows results filed as active; u = inconclusive; x = not tested or not shown; [ ] = remark or other dose. Unless noted, calls follow the shape of the dose curve; as a rule, active = well fitted curve in the direction sought with a large enough effect; inconclusive = small, poorly fitted or top-dose-only effect, or another doubt; inactive = no such curve, though single readings can be large; an effect the other way counts as inactive or inconclusive. This is a subset; the hit share may differ from the screen's.

SMILES | TCR act | CXXC DNA block | PTAP TSG101 blk | Mito fusion yeast | MBNL1 CUG block | S-ASM inh | A-T KAP1 phos | Menin-MLL TR inh | TSHR antag | Integrin act MD
COc1cccc(-n2c(C)c3c(OC)cccc(=O)c3c2C)c1 | 0% | 31%[activator] | -4% | 0% | 20% | -22% | -8% | u | 14 | 10%
CC(C)n1c(Nc2ccccc2)nc2ccccc21 | -2% | -7% | -4% | -8% | -4% | 0% | 4% | -17% | 8 | -5%
N#C/C(=C/c1ccc(N2CCCCCC2)o1)c1cccc(F)c1 | -5% | -2% | u | -1% | 4% | -11% | u | 32%[activator] | -9 | -19%[7.66 µM]
CC(OC(=O)Cc1ccc(Br)cc1)C(=O)NC1CCCCC1C (centres undefined) | -8% | 2% | 0% | 4% | -13% | x | 34% | x | -1 | -37%[inhibitor]
Cc1nn(CC(=O)N2CCN(C)CC2)c(=O)c2c1sc1ccccc12 | -4% | 3% | -4% | -2% | 8% | 3% | -9% | -11% | 24 | -3%
COc1cccc(OCCNCc2ccccc2)c1 | 6% | -2% | 1% | -1% | 6% | 1% | 8% | 0% | 7 | 14%
Cc1cc(C)c2c(SC(C)C)nc(N)nc2n1 | -6% | 17% | -6% | -25% | 58%[activator] | 243%[activator] | -2% | u | -9 | -9%
O=C1N[C@@H](Cc2ccccc2)COC(=O)[C@H](Cc2ccc(F)cc2)CC/C=C/C[C@H]1CC(=O)N(CCO)Cc1ccccc1 | 0% | x | -5% | x | x | -10% | 5% | x | 1 | -17%
COc1cc(NS(=O)(=O)c2csc(C(N)=O)c2)cc(OC)c1 | 3% | 45%[activator] | -8% | 1% | -1% | 4% | -9% | u | -2 | 6%
Cn1cc(C(=O)OCC2CCN(CCNS(C)(=O)=O)CC2)c2ccccc21 | 7% | 0% | -3% | 19% | x | 4% | x | 6% | -3 | x
O=C(NCC1CCCO1)C1CCCN1C(=O)Nc1ccc(Cl)c(Cl)c1 (centres undefined) | -3% | -1% | -3% | 7% | -1% | -1% | -4% | -2% | -8 | -28%
COc1ccc2cc(-c3cc(C(=O)OCC(=O)NC4CCS(=O)(=O)C4)c4ccccc4n3)ccc2c1 (centres undefined) | 0%[46.1 µM] | -8% | -2% | 5% | x | 494%[activator] | -3% | u | 3 | 14%
O=C(Nc1ccc(F)cc1)Nc1ccccc1F | 1% | 19% | 5% | 3% | -3% | 3% | 1% | -11% | 4 | 23%
O=C(CN1C(=O)NC2(CCCC2)C1=O)Nc1cc(Cl)ccc1N1CCCCC1 | -8% | 2% | -4% | -2% | -1% | 0% | 14% | x | -9 | 8%
COc1cc(/C=C/c2ccc3cccc([N+](=O)[O-])c3n2)ccc1OCC#N | -1%[46.1 µM] | -7% | -1% | -19% | 26% | -14% | -6% | u | u | -17%
CCCCNC(=O)n1c(=O)oc2ccc(Cl)cc21 | -2% | -1% | -6% | 0% | -7% | 3% | -14% | 3% | 34 | -3%
CCC(C)c1ccc(OCC(=O)NNC(=O)C2CCCCC2)cc1 (centres undefined) | -3% | -12% | 0% | 5% | -8% | 2% | 2% | x | 20 | u
COc1ccc(C2=NOC(C(=O)Nc3cccnc3Cl)C2)cc1 (centres undefined) | 2% | 19% | -1% | 8% | -4% | 4% | 2% | -17% | 4 | 3%
CCS(=O)(=O)Nc1cccc(C2=NN(S(=O)(=O)CC)C(c3cccs3)C2)c1 (centres undefined) | -14% | 36%[activator] | 3% | 0% | 3% | -3% | 12% | x | -1 | 1%
O=C(NC(=S)NNC(=O)c1ccccc1O)c1cccc([N+](=O)[O-])c1 | -11% | -7% | -1% | -15% | 2% | -2% | -23% | u | 0 | -23%
COc1ccccc1NC(=O)Nc1ccc(C(N)=O)cc1 | 0% | -2% | -1% | 6% | -11% | -1% | 2% | 23% | 15 | u
COc1ccc(CCNC(=O)C2CC(c3cc(C(F)(F)F)cc(C(F)(F)F)c3)=NO2)cc1 (centres undefined) | -1% | 0% | -2% | -30% | 1% | -6% | 3% | x | 3 | 14%
O=c1cc(CSc2nnc(COc3ccc(Cl)cc3)o2)c2ccccc2[nH]1 | x | 8% | -5% | 3% | -2% | -20% | -9% | -8% | x | 2%
COc1ccc([C@@H]2[C@@H]3C(=O)N(C(C)(C)C)C(=O)[C@@H]3[C@]3(CC(C)C)C(=O)N(c4ccc(C(F)(F)F)cc4)C(=O)N23)cc1 | 3% | 4% | -1% | 7% | -9% | 3% | -2% | 34%[activator] | -7 | 22%
CN1c2ccccc2C(C)(C)C12CCCC(=O)N2 (centres undefined) | -2% | 3% | -1% | -5% | 1% | -2% | x | -11% | 3 | -28%
CCOc1ccc(-c2nnc(N)o2)cc1 | 1% | 4% | -2% | -4% | 0% | 2% | 1% | 6% | 2 | 22%
O=C(c1cc(-c2ccc(Br)cc2)n[nH]1)N1CCN(C(=O)c2ccccc2Br)CC1 | 0% | -1% | -2% | -9% | -1% | -26% | -2% | 16% | -4 | -19%
CCN1CCN(CCOc2cccc(Oc3ccccc3)c2)CC1 | 2% | -20% | -3% | -4% | -12% | 1% | 3% | -14% | 0 | -47%[inhibitor]
Cc1ccc(N=Nc2c(O)c3ccccc3[nH]c2=O)c(S(=O)(=O)N(C)C)c1 | x | 12% | x | 1% | u | x | 22% | x | 27 | x
O=C(c1ccc(C#CC2(O)CCCCC2)cc1)N1CCN(C(c2ccccc2)c2ccccc2)CC1 | 1% | 9% | -1% | 4% | -4% | -18% | x | u | -4 | -54%[inhibitor]
O=C(COC(=O)c1ccccc1NCCO)NNC(=O)c1cccs1 | -4% | x | -6% | -3% | x | x | -4% | x | 0 | -12%
O=C1CCN(Cc2ccccc2)S(=O)(=O)c2c(F)cc(F)cc21 | 12% | x | 0% | 2% | x | -2% | 5% | x | -6 | -6%
COc1cc(C(=O)OCC2CC(c3ccccc3)=NO2)cc(OC)c1OC (centres undefined) | 0% | -2% | -5% | -13% | -5% | -1% | 6% | -2% | -8 | -6%
O=C(Nc1ccc(S(=O)(=O)NCc2ccco2)cc1)C1CCCCC1 | 1% | -2% | 0% | -3% | -1% | 5% | -3% | 14% | 28 | u
COc1ccc(OCC(O)CN2CCNCC2)cc1 (centres undefined) | -3% | 0% | -4% | 0% | 3% | -1% | -10% | -8% | -6 | 4%
CCCN(CCC)CCNC(=O)C1CCN(Cc2nc(-c3ccc(Cl)cc3)oc2C)CC1 | -1% | -5% | -7% | 0% | 9% | 9% | -1% | -10% | 2 | -63%[inhibitor]
Cc1ccc2ncnc(Oc3ncccc3NC(=O)C(C)(C)C)c2c1 | 3% | -5% | 0% | 0% | -6% | -1% | 11% | x | 7 | 23%
COc1ccc(/C=N\NC(=O)c2ccccc2)cc1COc1ccccc1 | 5% | 25% | -2% | 0% | u | -9% | 21% | 26% | -11 | 21%
CC(=O)c1cccc(NC(=O)c2ccccc2N(C)S(=O)(=O)c2ccc(C)cc2)c1 | 1% | 3% | -1% | 0% | -5% | -1% | 2% | 15% | 18 | -14%
O=C1N[C@H](Cc2ccccc2)COC(=O)[C@H](Cc2ccc(F)cc2)CC/C=C/C[C@@H]1CC(=O)N(CCO)Cc1ccccc1 | 2% | x | -1% | x | x | -15% | 9% | x | -49 | -25%
O=c1cc(N2CCCCC2)nc2n1CCCS2 | 0% | 3% | 1% | -1% | -7% | -2% | -3% | 3% | -1 | -35%
CCN1/C(=C/c2ccc3cc(C)cc(C)c3[n+]2CC)Sc2cc(C)ccc21 | -1% | u | 10% | 10% | x | -24% | -1% | u | -21 | -46%[inhibitor]
COc1ccccc1CNC(=O)CCCN1C(=O)NC2(CCCC2)C1=O | -3% | x | -7% | -14% | x | 3% | 0% | x | -3 | -4%
CN1CCCN(C(=O)CNC(=O)c2ccc(Cl)cc2Cl)CC1 | -1% | x | -4% | x | x | -1% | 1% | x | -6 | 6%
Cc1csc(NC(=O)CSc2nnnn2C)n1 | -9%[46.1 µM] | -3% | -1% | -3% | -3% | 3% | -1% | 10% | 6 | 22%
Cn1cnc2c1c(=O)n(Cc1ccc(Cl)cc1Cl)c(=O)n2C | 3% | 1% | -4% | -7% | 2% | -7% | 9% | 1% | 8 | -15%
